Bioassay records (PubChem BioAssay)
D2 ag = D2 dopamine receptor (human) agonism; P14416; HEK293 T-REx D2 cells, calcium flux agonist mode; activation, % at 2 µM; 340,000 compounds, 0.53% hits; AID 485358;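 active means activation over 3 SD above normal in the single-dose calcium agonist read, cut at about 30% in these data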; further: 0% is about no effect
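In this primary screen, compounds producing a positive calcium signal within 180 s of addition to tetracycline-induced, force-coupled HEK293 Trex D2 cells are flagged; cells are dye-loaded with a no-wash calcium kit beforehand.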
D2 antagonist = D2 dopamine receptor (human) antagonism | P14416 | HEK293 TREx D2 cells, calcium flux, dopamine EC80 | inhibition, % at 10 µM | 340,000 compounds, 2% hits | AID 485344; in the data active means inhibition above about 30%; further: 0% is about no effect
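Read-out: kinetic calcium fluorescence (1 cycle/s) in inducible HEK293 T-REx D2 cells after an EC80 dopamine addition that followed 180 s compound preincubation. Loss of the dopamine response indicates antagonism.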
LDHA block = inhibitors of human lactate dehydrogenase A; P00338; 480,000 compounds, 0.15% hits; activity change, % (values are at about 110 or 230 µM); purified LDHA, NADH/diaphorase-resazurin fluorescence; active compounds read low; in the data active means activity change below about -30%; inconclusive means mostly about -25% to -30%;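 further: plate controls were DMSO wells for no effect and wells without enzyme for full effect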
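Resorufin fluorescence (ex540/em590), read at 0 and 20 min after diaphorase/resazurin addition, reports the NADH left after a 5 min room-temperature reaction of 2 nM human LDH5 with 0.06 mM NADH and 0.2 mM pyruvate.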
Vif-A3G inh = inhibitors of Vif-APOBEC3G interaction; Q9HC16; HeLa A3G-eYFP + Vif (tagged APOBEC3G with the HIV-1 protein that degrades it), YFP fluorescence, overnight; Potency, µM (doses to about 46.1 µM), without a hit: at the highest dose activity, negative = active, usual class: inhibitors; 410,000 compounds, 0.076% hits; AID 602310;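 further: potency means the concentration at half of the fitted maximal effect; on the % scale 0 is the no-effect control and ±100 the full control effect; nearly all actives have a fitted effect of over 60% in size; hits raise eYFP signal because A3G escapes Vif-driven loss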
Target sequence (Q9HC16 whole entry, looked up): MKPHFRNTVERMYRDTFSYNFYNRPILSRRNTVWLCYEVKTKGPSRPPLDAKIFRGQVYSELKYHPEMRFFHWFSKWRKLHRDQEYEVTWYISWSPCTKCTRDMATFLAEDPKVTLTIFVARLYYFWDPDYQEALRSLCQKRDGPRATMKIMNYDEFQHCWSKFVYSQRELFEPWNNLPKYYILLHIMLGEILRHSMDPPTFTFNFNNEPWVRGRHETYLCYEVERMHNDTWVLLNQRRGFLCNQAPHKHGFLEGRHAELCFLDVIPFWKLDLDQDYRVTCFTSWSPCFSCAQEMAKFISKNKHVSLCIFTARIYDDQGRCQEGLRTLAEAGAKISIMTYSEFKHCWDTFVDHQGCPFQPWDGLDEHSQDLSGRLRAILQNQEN
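HeLa cells stably expressing Vif and C-terminally eYFP-tagged A3G, seeded overnight at 37 deg C, then exposed to compound by pintool overnight at 37 deg C. Rise in yellow fluorescence (Ex 488/Em 500-530, Acumen) marks blocked Vif-driven A3G degradation.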
ALOX12 inh = blocks human arachidonate 12S-lipoxygenase; purified 12hLO, xylenol orange hydroperoxide absorbance; Potency, µM (highest dose often 108 µM), inactives show at the top dose activity change, negative = inhibition, hits mostly inhibitors; 580,000 compounds, 1.1% hits; further: potency means the concentration at half of the fitted maximal effect; on the % scale 0 is the no-effect control and ±100 the full control effect
Target sequence (P18054 whole entry, looked up): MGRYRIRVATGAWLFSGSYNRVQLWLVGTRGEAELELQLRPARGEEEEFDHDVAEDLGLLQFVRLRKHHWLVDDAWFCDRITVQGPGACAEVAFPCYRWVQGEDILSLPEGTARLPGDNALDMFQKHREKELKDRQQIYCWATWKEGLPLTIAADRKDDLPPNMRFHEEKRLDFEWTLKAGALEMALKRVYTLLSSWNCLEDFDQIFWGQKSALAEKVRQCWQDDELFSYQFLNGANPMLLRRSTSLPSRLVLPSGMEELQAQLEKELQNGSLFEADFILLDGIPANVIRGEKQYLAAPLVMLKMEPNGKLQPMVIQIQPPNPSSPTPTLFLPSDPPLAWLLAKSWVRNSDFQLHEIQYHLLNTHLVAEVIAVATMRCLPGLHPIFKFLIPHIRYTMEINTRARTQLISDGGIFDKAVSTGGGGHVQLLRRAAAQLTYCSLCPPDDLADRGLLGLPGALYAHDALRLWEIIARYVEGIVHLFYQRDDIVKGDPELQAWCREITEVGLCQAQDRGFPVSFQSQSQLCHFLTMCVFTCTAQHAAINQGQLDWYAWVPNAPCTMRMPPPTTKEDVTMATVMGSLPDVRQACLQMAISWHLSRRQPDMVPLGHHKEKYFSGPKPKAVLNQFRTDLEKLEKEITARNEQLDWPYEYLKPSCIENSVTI
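Hydroperoxide product was detected by ferrous iron/xylenol orange as the 573 to 405 nm absorbance ratio. Arachidonic acid at 40 uM (final) was turned over for 30 min at room temperature by 150 nM human 12hLO, pH 7.0 Hepes buffer, after 15 min compound preincubation.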
Vif-A3F inh = Vif-A3F binding inhibition; 390,000 compounds, 0.2% hits; HeLa A3F-eYFP + Vif (tagged APOBEC3F with the HIV-1 protein that degrades it), YFP fluorescence increase; Potency, µM (highest dose often 46.1 µM), inactives show at the top dose activity, negative = active; further: potency means the concentration at half of the fitted maximal effect; % of control where 0% means no effect; nearly all actives have a fitted effect of over 65% in size
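HeLa cells stably expressing A3F-eYFP plus Vif, plated and incubated overnight at 37 deg C, then exposed to compounds overnight at 37 deg C. Blocked degradation read as raised yellow fluorescence (Ex 488/Em 500-530).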
GRP78 ERSR act = inducers of ER stress response in human glioma cells | U87-MG GRP78 promoter luciferase reporter, 16 h | Potency, µM, for the others: at the top dose activation, hits mostly activators | 420,000 compounds, 0.02% hits | AID 602332; further: potency means the concentration at half of the fitted maximal effect; series mostly up to about 76 µM; % of control where 0% means no effect; nearly all actives have a fitted effect of over 35% in size
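Stably transfected U87-MG glioma cells carrying a GRP78-based luciferase sensor; 16 h compound incubation. Luminescence end-point read 10 min after Bright-Glo addition at room temperature.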
RGS4 inh = blocks human RGS4-accelerated GTP hydrolysis; Potency, µM (doses to about 114 µM), without a hit: top-dose activity change, negative = inhibition, usual class: inhibitors; 390,000 compounds, 0.039% hits; Transcreener GDP fluorescence polarization, RGS4-accelerated GTP hydrolysis; further: potency means the concentration at half of the fitted maximal effect; on the % scale 0 is the no-effect control and ±100 the full control effect; nearly all actives have a fitted effect of over 75% in size; some results filed as inactive show a strong effect at the top dose
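MLSMR compounds (23 nl, pin-transferred) preincubated 10 min at room temperature with a 500nM (2x) first reagent, then RGS4 at 900nM (2x) plus Transcreener GDP mix added; fluorescence polarization (620/688 nm) read before and after 90 min at 30 °C.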
ERG-DNA inh = ERG Ets/DNA interaction inhibition. 370,000 compounds, 0.028% hits. AID 624246. P11308. fluorescence polarization, His-ERG Ets domain / labelled DNA. Potency, µM (doses to about 76.9 µM), inactives show at the highest dose FP activity, negative = inhibition, actives largely listed as inhibitors; active means well fitted inhibition curve with a large enough effect in the polarisation, with a control signal flat; inconclusive means small, poorly fitted or top-dose-only effect, or effect the other way, or a change in a side signal; inactive means no such curve, though single readings can be large or run the other way; the % refers to the polarisation;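 further: polarization taken with two DNA probes labelled with fluorescein and Texas red; potency means the concentration at half of the fitted maximal effect; % of control where 0% means no effect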
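His-tagged ERG Ets domain (1 uM in the protein solution; 300mM KCl, 50mM Tris-HCl, 1mM EDTA, 1mM DTT, pH 7.5) received compound, then a probe mix of 5 nM fluorescein-DNA and 100nM Texas-615-DNA. Fluorescence polarization was read for both dyes.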
* marks the source's active call; other numbers are inactive results; ? = inconclusive; / = no result given; & = joins results of further samples; ! = not confirmed by another sample; [ ] = dose if it differs, or a comment. Unless noted, the call rests on the fitted dose curve; in most records, active means well fitted curve in the direction sought with a large enough effect; inconclusive means small, poorly fitted or top-dose-only effect, or another doubt; inactive means no such curve, though single readings can be large; an effect the other way counts as inactive or inconclusive. Some of the compounds tested, so the mix of outcomes need not match the whole.

Every second line gives: D2 ag	D2 antagonist	LDHA block	Vif-A3G inh	ALOX12 inh	Vif-A3F inh	GRP78 ERSR act	RGS4 inh	ERG-DNA inh
- Cc1ccc(C(=O)C(c2ccccc2)N2Cc3ccccc3C2=N)cc1 (centres undefined)
 : -1.2	0	-3	-14%	/	-27%	-2%	-5%	-8%
- COc1ccc(/C(C)=N/N2CCOCC2)c(O)c1
 : 1.4	3	0	-4%	-11%	0%	3%	-14%[56.9 µM]	2%
- O=C(CNc1cccc(Cl)c1)NNC(=S)NCc1ccccc1
 : 1.1	6	-6	-1%	-20%	-3%	-5%	-34%	-1%
- CC1CCCCN1S(=O)(=O)c1ccc(S(=O)(=O)N(CC(=O)Nc2ccccc2)Cc2cccs2)cc1 (centres undefined)
 : 1.4	-11	-9	3%	1%	-10%	-4%	-10%	/
- CC1Cc2ccccc2N1CC(=O)Nc1ccc(Cl)c(S(=O)(=O)N(C)C)c1 (centres undefined)
 : 0.0	21	0	-1%	6%	-8%	-4%	-7%	-2%
- Cc1ccc(N2C(=O)[C@@H]3CSC(c4ccc(Cl)cc4)N3C2=O)cc1 (some centres undefined)
 : -0.2	/	-2	2%	-17%	1%	0%	8%	2%
- CCOC(=O)c1ccc(NCc2ccc3c(c2)OCO3)cc1
 : -0.8	15	-1	3%	0%	0%	9%	14%	-7%
- COCCOc1ccc(C(F)(F)F)cc1NC(=O)COC(=O)c1cc[n+]([O-])cc1
 : 0.2	15	0	0%	6%	-3%	-3%	-15%	-12%
- COc1ccc(N(C)S(=O)(=O)c2cccc3nsnc23)cc1
 : -0.2	5	-11	-3%	0%	-13%	1%	27%	0%
- COc1cccc(CNS(=O)(=O)c2ccc3c(c2)CCN3C(=O)C2CCC2)c1
 : -0.1	/	-11	3%	-2%	4%	-2%	-6%	0%
- CCCCCC/C=C/c1ccc(OC)c([C@H]2[C@H]3C=CC[C@@H](C)[C@@H]3C(=O)N2Cc2ccccc2)c1
 : 0.2	25	-8	1%	-3%	-3%	-1%	-6%	2%
- O=C(CNS(=O)(=O)c1c(Cl)cccc1Cl)OCC(=O)N1CCN(c2ccccc2)CC1
 : 3.8	18	-4	-14%	-19%	-10%	-4%	5%	5%
- O=C(c1ccc(CS(=O)(=O)c2cccc(C(F)(F)F)c2)o1)N1CCN(c2ccccn2)CC1
 : 5.0	-4	-1	-4%	0%	1%	-3%	-19%	-2%
- O=C(CCC(=O)Nc1ccccc1Cl)NNC(=O)NC1CCCCC1
 : -1.0	-4	2	-5%	5%	-2%	-5%	-25%	10%
- CCn1c(Cc2ccccc2)nnc1SCC(=O)Nc1ccc(C)cc1
 : 0.4	-4	4	-1%	4%	1%	-1%	-11%	/
- Cc1c(CCOC(=O)c2ccc(N3CCOCC3)c([N+](=O)[O-])c2)sc[n+]1CC#N
 : -1.4	4	-3	-10%	-12%	2%	4%	-16%	-1%
- c1cc(C2OCCO2)cs1
 : /	/	-6	1%	-21%	-2%	-3%	/	/
- O=C(NCCN1CCOCC1)c1cn(-c2ccccc2)nc1-c1cccs1
 : 0.4	-15	-1	1%	0%	-10%	-2%	16%[11.4 µM]	0%
- CCCNCc1cc(OC)c(OCC(=O)NCCc2ccccc2)cc1Br
 : 0.9	-15	-5	3%	-16%	-5%	0%	-21%	1%
- N#Cc1ccc(CN2CCN(C(=O)CCNS(=O)(=O)c3ccc(F)c(Cl)c3)CC2)cc1
 : /	/	-6	1%	68%	-2%	-1%	15%	-11%
- CCCNC(=O)c1cc(C2CCCCN2C(=O)CCc2ccccc2)on1 (centres undefined)
 : /	/	-3	1%	6%	/	-5%	/	/
- Cc1cccc(C(=O)NC2CC3CCC(C2)N3C)c1 (centres undefined)
 : 0.8	-9	-8	-2%	-16%	7%	-3%	0%	-1%
- Cc1cc(C)cc(OCCOCCn2c(-c3ccc(Cl)cc3)nc3ccccc3c2=O)c1
 : 2.0	/	-6	-4%	-6%	-8%	-2%	?	0%
- COC(=O)C1CCN(S(=O)(=O)Cc2ccccc2Cl)CC1
 : -0.5	10	-12	10%	15%	0%	5%	52%	10%
- Fc1ccccc1/C=C1\CCCC2=C1Nc1nnnn1C2c1ccccc1F (centres undefined)
 : -0.5	-7	-1	-6%	-17%	0%	-5%	?	-2%
- CCN(CC)S(=O)(=O)c1ccc(N2CCCCC2)c(NC(=O)C2=COCCO2)c1
 : 0.0	8	-3	1%	-12%	-3%	-4%	-29%	5%
- Cc1cccc(CSCCNC(=O)COc2ccc(Cl)cc2)c1
 : -0.7	2	-4	0%	-19%	2%	-2%	16%[11.4 µM]	4%
- Cc1noc(C)c1C(=O)OCC(=O)N1CCN(S(=O)(=O)c2ccc3ccccc3c2)CC1
 : 0.6	-22	-19	-4%	0%	2%	-4%	12%	2%
- CCNC(=O)CSC1=N/C(=C\c2ccc(O)c(OCC)c2)C(=O)N1c1ccc(OC(F)F)cc1
 : -0.3	-9	0	-9%	-3%	-3%	-6%	10%	15%
- O=C(NCCO)c1ccc2[nH]c3c(c2c1)CCCC3
 : 0.7	-15	-5	-1%	0%[57.4 µM]	9%	-2%	-15%	/
- CC(=O)N1c2cc3ccccc3cc2N(C(C)=O)c2cc3ccccc3cc21
 : /	/	-13	1%	-9%	-12%	-2%	24%	-6%
- CCOC(=O)Cn1c(=O)oc2ccc(C)cc21
 : -2.2	21	-5	1%	50%[activator]	-11%	-2%	-6%	-14%
- O=C(Cc1ccc(S(=O)(=O)N2CCOCC2)s1)Nc1cc(C(F)(F)F)ccc1N1CCCC1
 : -1.1	-11	-3	-1%	?	3%	-5%	-10%	-5%
- N/C(=N\OC(=O)c1ccc(OCC(F)(F)F)nc1)c1ccc(Cl)cc1
 : 0.5	30*	-3	-1%	7%	-6%	1%	-36%	-2%
- COc1cc(OC)c(NC(c2nnc(-c3ccccc3)o2)c2ccc(F)cc2Cl)cc1Cl (centres undefined)
 : -0.4	/	4	1%	-19%	-3%	-4%	-30%	-3%
- Cc1cc(Cl)c2oc(C(=O)N(C)CCCN3CCOCC3)c(C)c2c1
 : 0.6	2	-1	-17%	0%	2%	4%	9%	0%
- CCNC(=O)CC1SC(=Nc2ccccc2C)N(C)C1=O (centres undefined)
 : 0.6	19	-8	-6%	-9%	-5%	-4%	-16%	6%
- O=C(CN1CCc2ccccc21)NC(=O)NCc1ccccc1
 : -2.8	-3	3	-5%	-4%	3%	0%	?	-1%
- CCCCN1CCc2c([nH]c3c(C)cccc23)C1=O
 : 0.9	2	9	0%	?	-4%	-3%	-86%[56.9 µM]	0%
- O=C(Nc1cccc(S(=O)(=O)N2CCCC2)c1)c1cccc(OC(F)F)c1
 : -0.1	12	2	4%	-20%	5%	-1%	-3%	-9%
- CCOc1cc2[nH]c(=S)n(C3CC3)c(=O)c2cc1OCC
 : -0.5	0	-2	-1%	0%	6%	-1%	-6%	-2%
- Cc1ccc(S(=O)(=O)c2nc(-c3ccco3)oc2SC(C)C)cc1
 : -1.0&-0.6	0	1&-2&5	1%&-3%	32µM*!	?	-4%&-5%	-34%&-27%	6%&-1%
- COc1cccc2cc(C(=O)NCc3ccc(Cl)cc3)c(=N)oc12
 : -2.1	106*	-1	2%	0%	-13%	9%	7%	8%
- Cc1nn(Cc2ccccc2)c(Cl)c1/C=C1\NC(=S)NC1=O
 : -0.7	0	-4	2%	0%	3%	-1%	-2%	0%
- O=C(/C=C/c1ccccc1F)c1ccoc1
 : 0.0	-10	-2	-10%	69%[activator]	1%	?	-19%	-13%
- CCOC(=O)N1CCN(C(=O)/C(=C/c2ccc(Cl)cc2)NC(=O)c2ccccc2)CC1
 : 0.4	7	-4	6%	?	-4%	6%	14%	3%
- Cc1cccn2c(=O)c3cc(C(=O)N4CCN(C(=O)c5ccco5)CC4)n(C)c3nc12
 : 0.8	-12	1	-2%	0%	-7%	1%	-9%	2%
- CC1CCCN(C(=O)C2CCN(c3ncnc4c3nc3n4CCCCC3)CC2)C1 (centres undefined)
 : -0.2	15	1	1%	5%	-12%	-1%	-4%	8%
- O=C(Nc1ccc(S(=O)(=O)NCc2ccco2)cc1)c1ccncc1
 : 1.7	-12	-1	1%	6%	6%	-1%	-15%[11.4 µM]	0%
- Cc1cccc(N2CCN(C(=O)n3ccnc3)CC2)c1C
 : -0.7	-3	2	-9%	-6%	-3%	-1%	16%	0%
- O=C(NN1C(=O)C2CCCCC2C1=O)c1ccco1 (centres undefined)
 : 1.1	-15	-3	-1%	0%	0%	-2%	15%	2%
- C[C@H]1CN([C@@H](C)CO)C(=O)c2cc(-c3cccc(F)c3)cnc2O[C@H]1CN(C)C(=O)c1cnccn1
 : /	/	-1	0%	?	-4%	-1%	/	/
- NC(=O)c1ccc(SCC(=O)OCC(=O)NCC2CCCCC2)c([N+](=O)[O-])c1
 : -0.2	-30	0	-4%	-20%	8%	0%	-42%	/
- CCOc1c(Cl)cc(C(=O)Nc2ccccc2-c2ccccc2)cc1Cl
 : 0.7	21	3	-7%	2%	8%	-3%	-12%	-11%
- COC(=O)CNC(=O)c1ccc(F)cc1
 : 0.4	-10	-6	2%	177%[activator]	4%	-1%	9%	11%
- Cc1nc2cccnc2n1C1CCN(C(=O)Nc2ccc(Cl)cc2)CC1
 : -2.0	/	1	1%	?	4%	-1%	-12%	-3%
